Source: PubChem BioAssay
AHR activator – activators of human aryl hydrocarbon receptor; AID 2796; activation, % at 5 µM; AHR-responsive luciferase reporter cells, luminescence; 2.5% of 320,000 active; in the data active = activation above about 47%;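 also: 0% = vehicle wells and 100% = reference agonist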
Target sequence (P35869 whole entry, looked up): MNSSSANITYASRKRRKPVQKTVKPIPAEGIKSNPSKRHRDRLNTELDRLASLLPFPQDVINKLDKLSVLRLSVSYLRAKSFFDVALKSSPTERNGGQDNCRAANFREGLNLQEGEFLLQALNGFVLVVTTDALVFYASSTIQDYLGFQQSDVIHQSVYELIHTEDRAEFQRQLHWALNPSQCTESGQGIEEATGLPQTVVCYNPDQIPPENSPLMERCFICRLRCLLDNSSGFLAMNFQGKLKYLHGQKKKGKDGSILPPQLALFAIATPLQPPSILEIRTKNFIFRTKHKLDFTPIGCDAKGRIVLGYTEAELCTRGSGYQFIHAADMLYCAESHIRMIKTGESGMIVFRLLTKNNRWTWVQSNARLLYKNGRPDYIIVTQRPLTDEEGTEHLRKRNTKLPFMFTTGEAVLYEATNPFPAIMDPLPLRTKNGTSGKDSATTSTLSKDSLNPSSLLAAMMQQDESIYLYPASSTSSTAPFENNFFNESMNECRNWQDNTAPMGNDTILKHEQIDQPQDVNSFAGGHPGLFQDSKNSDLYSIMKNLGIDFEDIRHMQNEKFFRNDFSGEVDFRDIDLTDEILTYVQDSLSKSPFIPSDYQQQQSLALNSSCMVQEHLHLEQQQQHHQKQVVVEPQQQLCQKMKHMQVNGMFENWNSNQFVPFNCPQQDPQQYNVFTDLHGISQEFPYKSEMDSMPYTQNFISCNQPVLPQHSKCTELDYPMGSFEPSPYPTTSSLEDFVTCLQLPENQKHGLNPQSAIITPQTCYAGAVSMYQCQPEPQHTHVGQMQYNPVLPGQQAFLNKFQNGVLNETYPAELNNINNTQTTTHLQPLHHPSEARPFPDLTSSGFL
LAP4-GFP MLPCN – modulators of TOR pathway LAP4-GFP in S. cerevisiae. S. cerevisiae LAP4-GFP multiplex, flow cytometry GFP, 3 h; median GFP as percent of DMSO wells. GFP response vs DMSO, % at 10 µM. 0.34% of 320,000 active. AID 2023;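 active = GFP response vs DMSO above a set limit, about the screen mean plus 3 SD, cut at about 150% in these data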
CR mimetic SO – yeast age-related superoxide inhibition as caloric restriction mimetic; S. cerevisiae aged cells, superoxide DHE fluorescence; stronger effect = lower value; superoxide response (% of plate mean), % at 10 µM; 0.18% of 330,000 active; AID 2690;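 active = superoxide response under a set limit, about three screen SD below normal, cut at about 65% in these data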;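 also: yeast aged for seven days with compound at 30 °C before DHE staining; 100% = average MFI of all compound-treated wells on the plate with controls excluded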
CIT2 TOR yeast – modulators of TOR pathway CIT2-GFP in S. cerevisiae; 0.065% of 320,000 active; GFP response vs DMSO, % at 10 µM; S. cerevisiae CIT2-GFP strain, flow cytometry, 3 h; 100 means same as DMSO wells; AID 2029;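 active = GFP response relative to DMSO above a set limit, near the screen mean plus 3 SD, cut at about 150% in these data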;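 also: ratio of well median GFP fluorescence to mean of DMSO wells on the plate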
RPL19A-GFP yeast – modulators of TOR pathway RPL19A-GFP in S. cerevisiae; 0.3% of 330,000 active; percent response vs DMSO, % at 10 µM; S. cerevisiae RPL19A-GFP strain, flow cytometry, 3 h; stronger effect = lower value;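 active = percent response vs DMSO below 50%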;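 also: median channel GFP fluorescence of the barcoded RPL19A-GFP strain; ratio of sample median GFP to plate DMSO average so 100% = DMSO; lower means less RPL19A-GFP as with rapamycin TOR inhibition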
MEP2-GFP yeast – alters MEP2-GFP fluorescence in TOR pathway yeast screen | S. cerevisiae MEP2-GFP strain, flow cytometry GFP, 3 h; 100% = DMSO control level | GFP response vs DMSO, % at 10 µM | 0.51% of 330,000 active | AID 2016;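 active = GFP response versus DMSO above a set limit, roughly screen mean plus 3 SD, cut at about 180% in these data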;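 also: median GFP fluorescence of the barcode-gated MEP2-GFP cells per well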
AGP1 TOR yeast – alters AGP1-GFP fluorescence in TOR pathway yeast screen. S. cerevisiae AGP1-GFP multiplex flow cytometry, 3 h; GFP as percent of DMSO wells. GFP response vs DMSO, % at 10 µM. 0.02% of 320,000 active. AID 2066;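 active = GFP response relative to DMSO above a set limit, near screen average plus 3 SD, cut at about 150% in these data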;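 also: median GFP channel fluorescence of the gated AGP1 strain per well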
Efflux pump mplx – antifungal efflux pump inhibition, Nile Red retention | 0.44% of 330,000 active | AID 485275 | S. cerevisiae Candida pump triplex | inhibition, % at 10 µM;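 active = plate passing quality check with inhibition over a set limit, or well fluorescence over plate mean plus 4 SD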;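 also: Nile Red retained in pooled yeast measured as flow cytometry median fluorescence; 0% = buffer negative control and 100% = Enniatin B positive control; higher means more Nile Red kept so more efflux inhibition; some compounds called inactive have numbers as strong as hits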
Active calls of the source: *.

SMILES	AHR activator	LAP4-GFP MLPCN	CR mimetic SO	CIT2 TOR yeast	RPL19A-GFP yeast	MEP2-GFP yeast	AGP1 TOR yeast	Efflux pump mplx
Cc1onc(-c2c(Cl)cccc2Cl)c1NC(=O)NN(C)c1ccc([N+](=O)[O-])cn1	4	109	95	104	117	105	108	0.2
O=C(NCCCN1CCc2ccccc2C1)C1CCN(c2nnc(-n3cccc3)s2)CC1	5	108	92	103	104	105	108	-0.1
O=S(=O)(NC1CCCC1)c1ccc(S(=O)(=O)N2CCCN(Cc3ccccc3)C2)cc1	1	99	103	108	102	92	101	-0.2
CSc1ccccc1NC(=O)C1CC(c2c(F)cccc2Cl)=NO1 (configuration not stated)	14	92	99	98	103	109	98	0.2
COc1cccc(C(=O)NN2C(=O)C3C4C=CC(O4)C3C2=O)c1 (configuration not stated)	5	99	103	91	100	104	96	0.2
Cc1ccc(NC(=O)c2ccccc2)cc1	-2	100	88	107	98	100	100	-0.2
Cc1cc(C)n(C(=O)CNc2ccccc2Cl)n1	-1	109	88	104	100	104	105	0.0
O=C(O)CCC(=O)N1CCN(c2nc(-c3ccccc3Cl)c3cc(Br)ccc3n2)CC1	1	112	120	81	98	110	96	-0.3
OCC[C@@H]1C[C@H](O)[C@@H](O)[C@@]2(CCc3ccccc3O2)O1	3	97	97	99	101	104	100	0.1
CCOC(=O)N1CCN(S(=O)(=O)c2cccc3cccnc23)CC1	4	94	114	97	92	95	94	0.0
COc1cccc(/C=N/NC(=O)CNC(=O)c2ccc3c(c2)OCCO3)c1O	10	98	105	104	104	106	107	0.2
CC1(C)Cc2c(cnn2-c2ccccc2)C(=O)/C1=N\NC(=O)c1ccccc1O	2	100	102	95	100	105	103	-0.1
N#CCCN(C(=S)NC(=O)C1CCCCC1)c1ccccc1F	0	89	88	104	96	96	94	-0.1
COC(=O)c1ccccc1NC(=O)Cc1nc(-c2ccccc2)sc1-c1ccc(C)cc1	7	106	90	111	107	106	112	0.2
Cc1ccc(C(=O)C2CCNCC2)cc1	-2	98	86	98	104	100	107	-0.1
FC(F)(F)c1nnc2ccc(NCn3nnc4ccccc43)nn12	1	94	106	99	98	96	95	0.0
Cc1ccc(/C=C2\SC(=S)N(Cc3ccccc3)C2=O)o1	0	156*	107	95	97	107	86	0.0
Cc1ccc(OCCOc2ccc(S(=O)(=O)N3CCCC3)cc2C(N)=O)cc1	2	97	98	102	97	92	95	0.1
CC(=O)Nc1ccc(Nc2nc(C)c([N+](=O)[O-])c(Nc3ccccc3)n2)cc1	24	90	114	93	99	103	97	-0.3
CCOC(=O)C1CCN(C(=O)COC(=O)CNC(=O)c2ccc(OC)cc2)CC1	3	103	75	101	101	105	102	-0.1
OC(c1ccccc1)(c1ccccc1)c1ccn[nH]1	0	93	93	96	101	104	103	0.1
CSCC[C@H](N)C(=O)NCC1CCC(C(=O)Nc2ccc3c(c2)OCO3)CC1 (some centres not stated)	0	105	92	98	96	105	104	-0.4
COc1ccccc1OC(C)C(=O)Nc1ccc2c(c1)n(C)c(=O)n2C (configuration not stated)	21	95	97	104	105	106	98	0.2
CSc1cc(-c2ccc(Cl)cc2)c(C(=O)NN)s1	-1	100	98	106	99	101	104	0.0
O=c1c2ccccc2cnn1-c1ccc2ccccc2c1	16	117	108	99	106	110	101	-0.1
Cc1c(C(=O)N(Cc2ccncc2)CC2CCCO2)oc2c(F)cccc12 (configuration not stated)	14	96	99	99	97	98	92	-1.3
COc1ccccc1-c1c(C)oc2cc(OC(=O)c3ccco3)ccc2c1=O	-1	97	100	87	94	97	94	0.0
Cc1cc(NC(=O)c2cccc3c2C(=O)N(C2CCCCC2)C3)ccc1Br	-1	94	102	99	105	105	100	0.0
CCOC(=O)C(NC(=O)NCc1cccc(C(F)(F)F)c1)(OCC)C(F)(F)F (configuration not stated)	-1	106	96	105	113	105	104	0.3
NC1C=CC=C(C(=O)O)C1 (configuration not stated)	-1	104	107	91	107	100	97	0.1
Cc1cc(C)nc(SCc2ccccc2C#N)n1	4	102	89	100	98	105	99	0.0
Nc1nonc1-n1nnc(C(=O)N/N=C/c2ccccc2)c1CSc1ccccc1	2	104	110	104	101	100	103	0.5
COc1cccc2cc(C(=O)Nc3ccccc3Cl)/c(=N/NS(=O)(=O)c3ccccc3)oc12	3	94	91	114	99	103	101	-0.1
O=C(CCCSc1nc2ccccc2[nH]1)Nc1ccccc1	2	98	104	97	109	103	105	0.0
O=C(Nc1ccnn1C1CCN(C2CCCCC2)CC1)c1ccccc1	-3	103	100	112	105	105	107	-0.2
C1CCc2nnc(-c3nnc4n3CCCCC4)n2CC1	0	106	90	103	100	110	100	0.1
CCS(=O)(=O)NCCc1csc(-c2ccccc2)n1	18	102	108	96	100	101	99	0.0
COC(=O)C1CCN(S(=O)(=O)CCNC(=O)c2ccc(F)cc2)CC1	1	118	82	103	107	95	116	-0.1
CCn1cc(C(=O)O)c(=O)c2cnc(N3CCN(C(=S)Nc4ccccc4C(F)(F)F)CC3)nc21	-1	107	94	90	95	107	98	-0.1
Cc1c(C)n2c(SCC(=O)N3CCN(c4ccccc4)CC3)nnc2[nH]c1=O	1	117	91	102	98	98	111	0.0

Whole records from above. Screens in order: AHR activator	LAP4-GFP MLPCN	CR mimetic SO	CIT2 TOR yeast	RPL19A-GFP yeast	MEP2-GFP yeast	AGP1 TOR yeast	Efflux pump mplx
CCOC(=O)C(NC(=O)NCc1cccc(C(F)(F)F)c1)(OCC)C(F)(F)F (configuration not stated) reads -1	106	96	105	113	105	104	0.3
Cc1cc(NC(=O)c2cccc3c2C(=O)N(C2CCCCC2)C3)ccc1Br reads -1	94	102	99	105	105	100	0.0
O=c1c2ccccc2cnn1-c1ccc2ccccc2c1 reads 16	117	108	99	106	110	101	-0.1
O=C(Nc1ccnn1C1CCN(C2CCCCC2)CC1)c1ccccc1 reads -3	103	100	112	105	105	107	-0.2
COc1ccccc1OC(C)C(=O)Nc1ccc2c(c1)n(C)c(=O)n2C (configuration not stated) reads 21	95	97	104	105	106	98	0.2

Quoted at random: 5 entries already listed
SMILES	AHR activator	LAP4-GFP MLPCN	CR mimetic SO	CIT2 TOR yeast	RPL19A-GFP yeast	MEP2-GFP yeast	AGP1 TOR yeast	Efflux pump mplx
Cc1cc(C)nc(SCc2ccccc2C#N)n1	4	102	89	100	98	105	99	0.0
CCn1cc(C(=O)O)c(=O)c2cnc(N3CCN(C(=S)Nc4ccccc4C(F)(F)F)CC3)nc21	-1	107	94	90	95	107	98	-0.1
CCOC(=O)C(NC(=O)NCc1cccc(C(F)(F)F)c1)(OCC)C(F)(F)F (configuration not stated)	-1	106	96	105	113	105	104	0.3
CSCC[C@H](N)C(=O)NCC1CCC(C(=O)Nc2ccc3c(c2)OCO3)CC1 (some centres not stated)	0	105	92	98	96	105	104	-0.4
CCS(=O)(=O)NCCc1csc(-c2ccccc2)n1	18	102	108	96	100	101	99	0.0

Next section.
SMILES	AHR activator	LAP4-GFP MLPCN	CR mimetic SO	CIT2 TOR yeast	RPL19A-GFP yeast	MEP2-GFP yeast	AGP1 TOR yeast	Efflux pump mplx
Cc1cc(NC(=O)c2ccc(C#N)cc2)on1	-6	93	94	104	104	106	97	0.1
C[C@H](CO)N1C[C@H](C)[C@@H](CN(C)S(=O)(=O)c2ccc(F)cc2)Oc2ccc(NC(=O)C3CCCCC3)cc2C1=O	1	91	96	103	98	101	90	0.0
NC(=O)c1nsc(C(=O)N(c2ccc3c(c2)OCO3)C(C(=O)NCC2CCCO2)c2ccc(F)cc2)c1N (configuration not stated)	4	96	103	98	104	102	105	0.3
COc1ccc(CCN2CC(C(=O)NCCN3CCCC3=O)CCC2=O)cc1 (configuration not stated)	-1	77	100	108	101	97	95	-0.1
C#CCOc1nc(C)cc(C)c1S(=O)(=O)c1ccccc1C	-1	99	84	91	93	99	93	0.1
Cc1ccc(C(=O)CC2C(=O)N(c3ccccc3)C(=S)N2c2ccccc2)cc1 (configuration not stated)	6	96	107	105	103	94	100	-1.1
COC(=O)c1scc(S(=O)(=O)C(C)(C)C)c1N	-1	119	107	102	96	106	110	0.1
COc1ccc(C/C(N)=N/OC(=O)c2cccc([N+](=O)[O-])c2)cc1	3	95	87	106	101	105	71	0.2
CN1C(=O)C(C)(C)c2cc(S(=O)(=O)N3CCN(c4ccccc4F)CC3)ccc21	1	102	109	87	93	100	82	0.0
COC(=O)C(Cc1ccccc1)NC(=O)CC(C)CC(=O)Nc1ccc(OC)cc1OC (configuration not stated)	0	91	99	109	103	106	104	-0.1
COc1ccc2oc(C(=O)OCC(=O)Nc3ccccc3OC)c(C)c2c1	27	105	96	88	97	101	100	0.0
O=C(Cn1nnc(-c2ccccc2)n1)Nc1cccc(S(=O)(=O)N2CCCC2)c1	-2	112	85	101	94	97	106	-0.1
CC(C)=CCc1c(-c2ccc(O)cc2O)oc2c3c(cc(O)c2c1=O)OC(C)(C)C=C3	12	97	84	93	91	113	97	-0.2
COc1ccc(C(=O)COC(=O)CNC(=O)c2ccc(C)s2)c(OC)c1	-1	105	104	104	102	102	102	-0.1
COc1cc(Cl)ccc1OCc1cc(C(=O)NCC(C)c2ccccc2)no1 (configuration not stated)	9	112	96	98	94	92	96	-0.1
CCN(C(=O)COC(=O)c1ccc(F)c(S(=O)(=O)N2CCOCC2)c1)C1CCS(=O)(=O)C1 (configuration not stated)	-4	114	106	101	102	99	106	0.1
C=CCNC(=O)C1(S(=O)(=O)c2ccccc2)CC=CC1	0	120	96	89	95	88	84	-0.1
O=[N+]([O-])c1ccccc1/C=N/NC1=NCCCCC1	8	92	95	94	97	95	98	-0.2
CC(C)CCNC(=O)c1c(CSc2ccccc2)noc1C(=O)NCc1ccccc1	2	122	92	97	96	95	84	0.0
CN(C)c1ccc(N=Nc2ccc(S(N)(=O)=O)cc2)cc1	10	102	97	94	94	112	93	-0.3

3 compounds from above, ordered by the number in RPL19A-GFP yeast, smallest number first:
SMILES	AHR activator	LAP4-GFP MLPCN	CIT2 TOR yeast	RPL19A-GFP yeast	MEP2-GFP yeast	AGP1 TOR yeast	Efflux pump mplx
CC(C)=CCc1c(-c2ccc(O)cc2O)oc2c3c(cc(O)c2c1=O)OC(C)(C)C=C3	12	97	93	91	113	97	-0.2
COC(=O)c1scc(S(=O)(=O)C(C)(C)C)c1N	-1	119	102	96	106	110	0.1
Cc1cc(NC(=O)c2ccc(C#N)cc2)on1	-6	93	104	104	106	97	0.1

(further entries)
SMILES	AHR activator	LAP4-GFP MLPCN	CR mimetic SO	CIT2 TOR yeast	RPL19A-GFP yeast	MEP2-GFP yeast	AGP1 TOR yeast	Efflux pump mplx
CCc1cccc2c(C#N)cn(CC(=O)NCc3ccco3)c12	4	93	114	87	97	103	103	0.2
CC(O)CNCCNCc1cccs1 (configuration not stated)	0	102	94	108	93	113	113	0.0
CCc1nc(C)cn1S(=O)(=O)c1ccc([N+](=O)[O-])cc1	-2	101	129	99	101	99	98	0.5
O=C(CN1CCC(O)(c2cccc(C(F)(F)F)c2)CC1)NCCc1ccccc1	3	103	99	100	102	102	105	0.1
O=C(Oc1ccc2c(c1)OCO2)C12CC3CC(CC(C3)C1)C2	0	87	97	97	109	109	101	0.1
COc1ccc(S(=O)(=O)NC(C(C)C)C(C)C)cc1OC	2	109	96	102	98	101	108	0.0
COc1ccc(C(=O)Nc2ccc3nc(N4CCCCC4)cc(C)c3c2)cc1OC	-1	100	76	104	102	102	104	-0.3
O=C(NCC1CCCN1S(=O)(=O)c1cccs1)C(=O)Nc1ccccc1Cl (configuration not stated)	-1	107	103	92	99	95	112	-0.2
O=C(CSc1cc(Cl)ccc1Cl)NCC1CCCO1 (configuration not stated)	4	104	108	110	102	105	102	0.3
